High-throughput results as filed in PubChem.
PLK1 PBD inh – qHTS for Inhibitors of PLK1-PDB (polo-like kinase 1 - polo-box domain): Primary Screen. Serine/threonine-protein kinase PLK1 (Homo sapiens), P53350. Plk1 PBD binding of FITC phosphopeptide, fluorescence polarization. Potency, µM, without a hit: max response, negative = inhibition, actives largely listed as inhibitors. hit rate 2.8% among 360,000. AID 720504, 2013; further: potency means the concentration at half of the fitted maximal effect; series mostly up to about 57 µM; on the % scale 0 is the no-effect control and ±100 the full control effect; nearly all actives have a fitted effect of over 65% in size
WRN helicase inh – qHTS for Inhibitors of WRN Helicase; WRN helicase unwinding, fluorescent forked duplex, kinetic; hit rate 0.46% among 360,000; AID 651768, 2012; Bifunctional 3'-5' exonuclease/ATP-dependent helicase WRN (Homo sapiens), Q14191; Potency, µM (series often up to 114 µM), without a hit: at the highest dose activity change, negative = inhibition, usual class: inhibitors; further: potency means the concentration at half of the fitted maximal effect; on the % scale 0 is the no-effect control and ±100 the full control effect; nearly all actives have a fitted effect of over 55% in size
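Kinetic fluorescence helicase assay: unwinding of a quenched forked DNA duplex (100 nM final) with 2 mM ATP final raises red fluorescence (525/598 nm). Compounds sat 15 min at room temperature with 20 nM WRN beforehand.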
IL2 activator – qHTS of IL-2 Activators. AID 652025, 2013. IL-2 activation reporter assay, cell-based qHTS; stimulated with anti-CD3/CD4/CD28 beads; in transgenic mouse T cells. activation, % (series mostly up to about 46 µM). hit rate 0.065% among 360,000; in the data active means activation above about 50%; inconclusive means mostly about 30% to 49%; further: 0% is about no effect
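Unstimulated transgenic mouse T cells, 750 per well, received compound and, after 60 minutes, anti-CD3/anti-CD4 bead plus anti-CD28 stimulation. EGFP and DsRed were quantified after 18 hours.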
Abeta yeast res – qHTS for compounds that reverse cellular toxicity of Amyloid beta (A-beta) peptide in yeast: Primary Screen | yeast expressing A-beta42, growth rescue, OD600, 48 h; response scale: 0% DMSO, 100% iron-clioquinol control | Potency, µM (doses to about 46.1 µM), without a hit: top-dose growth rescue, hits mostly activators | hit rate 0.063% among 410,000 | AID 1347071, 2019; further: potency means the concentration at half of the fitted maximal effect; nearly all actives have a fitted effect of over 55% in size
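Growth rescue measured by 600 nm absorbance after 48 h yeast culture at 30 C with compound. Values normalized between DMSO and an equimolar ferric chloride plus clioquinol control.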
FUS suppressor – qHTS for Suppressors of FUS Proteinopathy: Primary screen using FUS-linked yeast assay; AID 1347120, 2019; hit rate 0.24% among 390,000; S. cerevisiae FUS-expressing, growth rescue, OD600, 24 h; Potency, µM (titrated, usually from 76.6 µM), for inactives: top-dose growth rescue (activation), actives largely listed as activators;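 further: potency means the concentration at half of the fitted maximal effect; plate controls were DMSO vehicle for no effect and reference control for full effect; nearly all actives have a fitted effect of over 55% in size; some results filed as inactive show a strong effect at the top dose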
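Galactose (2%) drives FUS expression in yeast precultured in raffinose; seeding density OD 0.005. Test compounds incubated 24hr at 30C and 99% humidity before absorbance at 600 nm was measured.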
EPAC1 antag – qHTS for Antagonist of cAMP-regulated guanine nucleotide exchange factor 3 (EPAC1): primary screen; Potency, µM (series often up to 115 µM), for the others: at the highest dose activity change, negative = inhibition, usual class: inhibitors; hit rate 0.14% among 360,000; EPAC1 GEF assay, Rap1b-BODIPY-GDP exchange fluorescence; AID 720709, 2013; Rap guanine nucleotide exchange factor 3 (Homo sapiens), O95398;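 further: potency means the concentration at half of the fitted maximal effect; plate controls were vehicle for no effect and positive control for full effect; nearly all actives have a fitted effect of over 50% in size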
Target sequence (O95398 whole entry, looked up): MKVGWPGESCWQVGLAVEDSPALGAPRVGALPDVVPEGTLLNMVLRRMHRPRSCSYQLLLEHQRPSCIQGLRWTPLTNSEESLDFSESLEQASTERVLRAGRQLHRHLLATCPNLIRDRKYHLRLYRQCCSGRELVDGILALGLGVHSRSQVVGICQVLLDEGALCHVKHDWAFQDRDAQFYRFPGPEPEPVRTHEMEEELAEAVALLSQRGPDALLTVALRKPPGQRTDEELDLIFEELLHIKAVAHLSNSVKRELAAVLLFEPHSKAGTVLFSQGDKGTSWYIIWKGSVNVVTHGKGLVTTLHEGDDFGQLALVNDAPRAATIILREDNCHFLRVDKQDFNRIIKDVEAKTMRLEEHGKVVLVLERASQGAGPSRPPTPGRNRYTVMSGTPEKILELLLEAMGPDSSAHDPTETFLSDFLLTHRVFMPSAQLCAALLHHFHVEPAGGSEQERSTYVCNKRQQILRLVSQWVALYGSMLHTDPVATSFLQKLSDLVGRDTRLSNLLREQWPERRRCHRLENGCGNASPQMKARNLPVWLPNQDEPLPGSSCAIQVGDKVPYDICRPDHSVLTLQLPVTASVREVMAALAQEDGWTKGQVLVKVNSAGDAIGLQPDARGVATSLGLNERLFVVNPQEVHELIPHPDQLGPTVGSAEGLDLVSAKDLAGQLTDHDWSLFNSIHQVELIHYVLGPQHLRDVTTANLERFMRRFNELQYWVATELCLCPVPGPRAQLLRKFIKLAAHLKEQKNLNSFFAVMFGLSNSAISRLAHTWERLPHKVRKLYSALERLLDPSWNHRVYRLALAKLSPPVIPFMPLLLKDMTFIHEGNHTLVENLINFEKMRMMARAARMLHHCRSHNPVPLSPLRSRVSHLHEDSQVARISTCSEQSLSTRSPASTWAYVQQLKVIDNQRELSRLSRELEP
EPAC1 agonist – qHTS for Agonist of cAMP-regulated guanine nucleotide exchange factor 3 (EPAC1): primary screen. Rap guanine nucleotide exchange factor 3 (Homo sapiens), O95398. EPAC1 agonist qHTS, biochemical assay; response scale: 100% = response to 6.5 mM cAMP. Potency, µM (doses to about 154 µM), for inactives: top-dose activation, hits mostly activators. hit rate 0.073% among 360,000; further: potency means the concentration at half of the fitted maximal effect; nearly all actives have a fitted effect of over 60% in size
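Compounds were pinned as a concentration titration into mixtures of EPAC1 (100 nM), BODIPY-GDP-loaded Rap1B (250 nM) and GDP (50 uM). After 5 min at room temperature, fluorescence was followed for 30 min; activity was scaled to 6.5 mM cAMP.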
PI5P4K alpha inh – qHTS for Inhibitors of phosphatidylinositol 5-phosphate 4-kinase (PI5P4K); PI5P4Kalpha enzyme, ADP-Glo luminescence, 60 min; stronger effect = lower value; max response, %; hit rate 1.2% among 330,000; AID 652105, 2013; active means max response of -50% or lower; inconclusive means between -30% and -50%; inactive means -30% or higher; further: value at the top dose of about 77 µM; on the % scale 0 is the no-effect control and ±100 the full control effect
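qHTS, 1536-well: enzyme/substrate mix, compound by pin tool, 5 microM ATP final; RT 60 min; ADP-Glo reagents 1 (45 min) then 2 (30 min); luminescence.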
Starred values were filed as active, the others as inactive; ? = inconclusive; . = not tested or not shown; & = joins results of further samples; [ ] = another dose, or the depositor's remark. Unless noted, the call rests on the fitted dose curve; in most records, active means well fitted curve in the direction sought with a large enough effect; inconclusive means small, poorly fitted or top-dose-only effect, or another doubt; inactive means no such curve, though single readings can be large; an effect the other way counts as inactive or inconclusive. An excerpt; the hit share may differ from the screen's.

SMILES | PLK1 PBD inh | WRN helicase inh | IL2 activator | Abeta yeast res | FUS suppressor | EPAC1 antag | EPAC1 agonist | PI5P4K alpha inh
COc1ccc(/C=N/NC(=O)c2ccncc2)cc1OC | -5% | -20% | -0.1 | -7% | . | -23% | 1% | 0
NNC(=O)CP(=O)(c1ccccc1)c1ccccc1 | -14% | 1% | 0.9 | -22% | -14% | 28% | -15% | 0
O=c1ccn([C@H]2C[C@H](O)[C@@H](CO)O2)c(=O)[nH]1 | -9% | 11% | -0.8 | -6% | -14% | -24% | -12% | 0
C[C@H]1c2cccc(O)c2C(O)=C2C(=O)[C@]3(O)C(O)=C(C(N)=O)C(=O)[C@@H](N(C)C)C3[C@@H](O)C21 (stereo not given in full) | -11% | 2% | 0.5 | -11% | 7% | 5% | 0% | 0
Cc1[nH]c2ccccc2c1/C=N/NC(N)=S | -9% | -5% | 0.8 | -3% | 15% | -4% | -5% | 2
COc1ccc(-n2[nH]c3c(cnc4ccccc43)c2=O)cc1 | -17% | -5%[57.1 µM] | 0.1 | -7% | -4% | -27% | -1% | -2
COc1c(O)cc2c(c1O)[C@@H]1OC(CO)C(O)C(O)[C@H]1OC2=O (stereo not given in full) | -7% | -5% | 0.1 | -8% | -19% | 7% | 3% | 0
Cc1cc(C)cc(OCC2CNC(=O)O2)c1 (stereo not given) | -1% | 12% | -2.4 | 0% | 3% | -3% | -8% | 3
COc1ccc(CN2CCN(C(c3ccc(F)cc3)c3ccc(F)cc3)CC2)c(OC)c1OC | -3% | -2% | -0.7 | 5% | -2% | -22% | -12% | -11
CC12CCC(=O)C=C1CCC1C2CCC2(C)C1CC[C@]2(O)C(=O)CO (stereo not given in full) | 2% | -28% | -3.3 | 10% | . | 10% | -1% | -1
CC1OC(CC(=O)O)CC2=C1C(=O)c1c(O)cccc1C2=O (stereo not given) | 2.4µM* | 11µM* | -5.1 | ? | . | ? | -13% | -23
COc1ccc2ccc(=O)oc2c1 | 3% | 0% | 0.3 | -8% | -10% | -1% | -11% | 0
Cc1cccc(C)c1NC(=O)C1CCCCN1C (stereo not given) | -5% | 4%[11.6 µM] | 2.3 | -11% | -40% | -15% | -6% | -1
COc1c(O)cc2c(c1O)[C@@H]1O[C@H](CO)[C@@H](O)[C@H](O)C1OC2=O (stereo not given in full) | 2% | 7% | 0.0 | 1% | -34% | -11% | -6% | -5
Cn1c(=O)c2c(ncn2CCO)n(C)c1=O | -3% | -2% | -0.3 | -8% | -13% | -8% | -9% | 6
NC(N)=NC(=O)Cc1c(Cl)cccc1Cl | -2% | 4% | -0.3 | -7% | -30% | 7% | -4% | 0
O=C(O)/C=C/c1ccc(O)cc1 | -9% | -7% | -0.5 | -17% | -3% | -12% | -18% | 15
CC[C@]1(O)C[C@@H]2CN(CCc3c([nH]c4ccccc34)[C@@](C(=O)OC)(c3cc4c(cc3OC)N(C)[C@H]3[C@@](O)(C(=O)OC)[C@H](OC(C)=O)[C@]5(CC)C=CCN6CC[C@]43[C@@H]65)C2)C1 | -10% | -1% | 0.1 | -2% | 8% | -4% | -10% | 7
COc1cc2nc(N3CCN(C(=O)[C@H]4COc5ccccc5O4)CC3)nc(N)c2cc1OC | 1% | -1% | -0.6 | -9% | -8% | -2% | -17% | 0
Cc1cccc2c1NC(=O)/C2=C\C(=O)c1cccs1 | -27% | -16% | -0.6 | -12% | . | 5% | -4% | -17
CCn1cc(C(=O)O)c(=O)c2cc(F)c(N3CCNCC3)nc21 | -4% | 1% | -0.2 | -30% | -8% | -13% | -16% | -7
CNc1c2c(nn1C)CCCC2 | 2%&1% | 7%&9% | -0.2&0.4 | -8%&13% | -29%&-46% | 2%&6% | -4%&-12% | 1&-7
CCCOC(=O)c1ccc(O)cc1 | -8% | 0% | -1.3 | -6% | -21% | -7% | -1% | 3
COc1ccc2nc(NC(=O)Nc3ccccc3)sc2c1 | -7% | -23% | -0.3 | 23% | -1% | ? | -2% | 3
Nc1c2c(nc3ccccc13)CCCC2O (stereo not given) | -12% | -15% | 0.2 | -15% | -22% | -3% | -3% | -5
SMILES | PLK1 PBD inh | WRN helicase inh | IL2 activator | Abeta yeast res | FUS suppressor | EPAC1 antag | EPAC1 agonist | PI5P4K alpha inh
CCOC(=O)NNc1nncc2ccccc12 | -1% | 8% | 2.4 | -12% | -46% | 14% | -20% | 0
O=C(O)CNC(=O)c1ccccc1 | -13% | 3% | 2.7 | -20% | -26% | 1% | -16% | -1
COc1cc([C@H]2Oc3cc([C@H]4Oc5cc(O)cc(O)c5C(=O)[C@@H]4O)ccc3O[C@@H]2CO)ccc1O | -2% | -7% | 0.3 | -23% | -10% | -20% | -17% | -27
C/C=C(/C)C(=O)OC1c2c(ccc3ccc(=O)oc23)OC(C)(C)C1OC(=O)/C(C)=C\C (stereo not given) | -15% | -3% | -0.7 | -15% | ? | ? | -27% | 5
O=C(Nc1ccc(C(=O)O)c(O)c1)c1ccccc1 | -6% | 4% | 0.3 | -16% | 8% | -16% | 8% | -29
COC(=O)C1=CO[C@@H](OC2OC(CO)C(O)C(O)C2O)[C@@H]2[C@@H](C)[C@@H](O)C[C@H]12 (stereo not given in full) | -12% | -3% | 0.4 | -15% | -12% | 6% | -18% | 6
CCCCC1C(=O)N(c2ccccc2)N(c2ccccc2)C1=O | -20% | 9% | -0.1 | -13% | -5% | 8% | -30% | -3
CC(=O)Nc1ccccc1 | -13% | 5% | 0.2 | -5% | -15% | -6% | -20% | -2
CCCCOc1ccc(CC(=O)NO)cc1 | -4% | -1% | -0.5 | -7% | -30% | -9% | -25% | 4
C/C=C(/C)C(=O)O[C@@H]1c2cc(OC)c(OC)c(OC)c2-c2c(cc3c(c2OC)OCO3)C[C@H](C)[C@]1(C)O | -3% | -6% | -0.3 | 9% | 25% | -4% | 3% | 0
COc1ccc(/C=C/C(=O)O)cc1 | -13% | -1% | -0.3 | -45%[inhibitor] | -9% | -6% | -21% | 1
COC(c1ccccc1)(c1ccccc1)C(Oc1nc(C)cc(C)n1)C(=O)O (stereo not given) | 2% | -1% | 0.8 | -2% | 15% | -3% | 3% | 5
C[C@@H]1C[C@H]2[C@@H]3C[C@H](F)C4=CC(=O)C=C[C@]4(C)[C@@]3(F)[C@@H](O)C[C@]2(C)[C@@]1(O)C(=O)COC(=O)C(C)(C)C | -2% | 1% | -0.1 | -25% | -27% | 2% | -13% | -7
CN(C)CCOc1ccccc1Cc1ccccc1 | -6% | -5% | -0.6 | -13% | -6% | 9% | 12% | 14
C=C1c2cccc(O)c2C(O)=C2C(=O)[C@]3(O)C(O)=C(C(N)=O)C(=O)[C@@H](N(C)C)[C@@H]3[C@@H](O)[C@H]12 | ? | ? | -0.4 | 4% | 3% | ? | -10% | -58*
O=c1cc(-c2ccc(O)cc2)oc2cc(O[C@@H]3O[C@H](CO)[C@@H](O)[C@H](O)[C@H]3O[C@@H]3OC[C@](O)(CO)[C@H]3O)cc(O)c12 | 3% | 8% | 0.0 | 0% | -30% | 0% | -5% | 1

In another format: results already given.
The line under a structure holds: PLK1 PBD inh	WRN helicase inh	IL2 activator	Abeta yeast res	FUS suppressor	EPAC1 antag	EPAC1 agonist	PI5P4K alpha inh
CC(=O)Nc1ccccc1
→ -13%	5%	0.2	-5%	-15%	-6%	-20%	-2
CCCCOc1ccc(CC(=O)NO)cc1
→ -4%	-1%	-0.5	-7%	-30%	-9%	-25%	4
C/C=C(/C)C(=O)O[C@@H]1c2cc(OC)c(OC)c(OC)c2-c2c(cc3c(c2OC)OCO3)C[C@H](C)[C@]1(C)O
→ -3%	-6%	-0.3	9%	25%	-4%	3%	0
COc1ccc(/C=C/C(=O)O)cc1
→ -13%	-1%	-0.3	-45%[inhibitor]	-9%	-6%	-21%	1
COC(c1ccccc1)(c1ccccc1)C(Oc1nc(C)cc(C)n1)C(=O)O (stereo not given)
→ 2%	-1%	0.8	-2%	15%	-3%	3%	5
C[C@@H]1C[C@H]2[C@@H]3C[C@H](F)C4=CC(=O)C=C[C@]4(C)[C@@]3(F)[C@@H](O)C[C@]2(C)[C@@]1(O)C(=O)COC(=O)C(C)(C)C
→ -2%	1%	-0.1	-25%	-27%	2%	-13%	-7
CN(C)CCOc1ccccc1Cc1ccccc1
→ -6%	-5%	-0.6	-13%	-6%	9%	12%	14
C=C1c2cccc(O)c2C(O)=C2C(=O)[C@]3(O)C(O)=C(C(N)=O)C(=O)[C@@H](N(C)C)[C@@H]3[C@@H](O)[C@H]12
→ ?	?	-0.4	4%	3%	?	-10%	-58*
O=c1cc(-c2ccc(O)cc2)oc2cc(O[C@@H]3O[C@H](CO)[C@@H](O)[C@H](O)[C@H]3O[C@@H]3OC[C@](O)(CO)[C@H]3O)cc(O)c12
→ 3%	8%	0.0	0%	-30%	0%	-5%	1
